SENP8 block-1: blocks the human protease SENP8; Q96LD8; purified SENP8, Z-RLRGG-aminoluciferin cleavage, luminescence; inhibition, % at 10 µM; hit rate 1.2% among 330,000; AID 2540; in the data active = inhibition above about 50%
Target sequence (Q96LD8 whole entry, looked up): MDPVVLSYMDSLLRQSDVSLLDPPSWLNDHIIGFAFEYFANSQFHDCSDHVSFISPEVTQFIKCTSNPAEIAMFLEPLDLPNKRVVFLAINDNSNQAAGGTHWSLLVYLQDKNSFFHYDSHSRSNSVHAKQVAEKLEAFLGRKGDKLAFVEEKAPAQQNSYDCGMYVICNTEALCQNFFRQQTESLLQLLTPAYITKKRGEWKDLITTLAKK
SENP1 FRET inh: SENP1 (human) catalytic domain inhibition; recombinant SENP1 catalytic domain, CyPet-SUMO1-YPet FRET cleavage; AID 624204; Q9P0U3; hit rate 0.21% among 360,000; inhibition, % at 10 µM;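 active = inhibition at least 30% at 10 µM, raw YFP signal under a set limit, fluorescence ratio 0.5 to 1.5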;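 also: 0% = enzyme with DMSO and 100% = no enzyme wells; some results filed as inactive read as strong as hits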
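Controls: no-enzyme wells low, DMSO-plus-enzyme wells high control. Test system: human recombinant His6-tagged SENP1 catalytic domain enzyme. Reagent: SFCypet-SUMO1-SFYpet FRET protein substrate, 25 nM final. Doses: one dose per compound, 10 µM, 0.5% DMSO. Detection: FRET, CFP and YFP emission. Timing: 50 min reaction at room temperature.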
SENP8 block-2: blocks human SENP8 cleavage of Nedd8 substrate; Q96LD8; inhibition, % at 20 µM; AID 602440; hit rate 0.64% among 360,000; recombinant SENP8, Nedd8 substrate fluorescence; in the data active = inhibition mostly above about 40%, no sharp cut-off; inactive = mostly below about 27%
SENP7 block: inhibitors of human SENP7 protease. Q9BQF6. recombinant SENP7, Z-RLRGG-aminoluciferin luminescence, 40 min. inhibition, % at 5 µM. hit rate 1.5% among 330,000. AID 434973;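 active = inhibition above about 50% at the single test dose, limit read from the data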;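 also: plate controls were DMSO with enzyme for no effect and no enzyme buffer wells for full effect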
HKDC1 inh: HKDC1 (human) hexokinase inhibition. inhibition, % at 20 µM. Q2TB90. recombinant HKDC1, G6PDH/diaphorase resazurin coupled fluorescence. hit rate 0.16% among 340,000;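 active = inhibition above about 35% when tested at 20 µM, limit read from the data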;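 also: plate controls were DMSO wells with enzyme for no effect and DMSO wells lacking enzyme for full effect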
Target sequence (Q2TB90 whole entry, looked up): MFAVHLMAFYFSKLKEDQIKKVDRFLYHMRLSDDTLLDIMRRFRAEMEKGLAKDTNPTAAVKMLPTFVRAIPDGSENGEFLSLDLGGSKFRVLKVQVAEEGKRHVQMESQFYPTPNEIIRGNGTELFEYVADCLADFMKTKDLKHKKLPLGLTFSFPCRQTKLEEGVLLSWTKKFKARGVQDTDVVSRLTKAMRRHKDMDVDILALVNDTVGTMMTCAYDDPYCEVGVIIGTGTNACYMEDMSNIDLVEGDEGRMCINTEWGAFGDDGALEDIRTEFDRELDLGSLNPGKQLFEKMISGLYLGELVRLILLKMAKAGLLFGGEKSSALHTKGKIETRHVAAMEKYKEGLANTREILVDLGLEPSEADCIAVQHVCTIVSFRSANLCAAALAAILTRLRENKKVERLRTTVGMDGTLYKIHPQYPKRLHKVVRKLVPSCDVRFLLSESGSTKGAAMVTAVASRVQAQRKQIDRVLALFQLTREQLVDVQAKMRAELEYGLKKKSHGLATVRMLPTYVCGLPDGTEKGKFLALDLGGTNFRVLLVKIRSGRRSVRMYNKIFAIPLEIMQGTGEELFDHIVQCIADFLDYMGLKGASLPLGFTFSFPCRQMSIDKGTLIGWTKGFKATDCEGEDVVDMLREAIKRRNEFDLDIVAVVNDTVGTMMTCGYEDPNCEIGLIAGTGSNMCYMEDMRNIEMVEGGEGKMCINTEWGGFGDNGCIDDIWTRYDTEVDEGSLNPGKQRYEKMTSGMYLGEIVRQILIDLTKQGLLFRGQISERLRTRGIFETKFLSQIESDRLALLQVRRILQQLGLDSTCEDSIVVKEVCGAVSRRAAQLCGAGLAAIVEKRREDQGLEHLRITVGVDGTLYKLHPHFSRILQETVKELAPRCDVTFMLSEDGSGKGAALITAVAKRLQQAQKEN
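Test system: recombinant HKDC1 (HK5) hexokinase enzyme, produced in-house; Amount: enzyme 5 µg/mL final; Buffer or medium: Tris pH 8.0 buffer with MgCl2, Tween-20, BSA, BME; Reagent: glucose and ATP substrates; Doses: 20 µM test compound, 1% DMSO; Incubation: 90 min reaction incubation at room temperature, dark; Detection: resorufin fluorescence at 613 nm.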
PfGluPho inh: PfG6PD (Plasmodium falciparum) enzyme inhibition | inhibition, % at 20 µM | hit rate 0.78% among 350,000 | PfGluPho enzyme, NADPH resazurin-diaphorase fluorescence;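 active = inhibition reaching at least a set limit at 20 µM in the primary screen, cut at about 59% in these data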;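 also: 0% = DMSO wells with substrate and 100% = DMSO wells lacking glucose-6-phosphate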
SENP6 inh: inhibitors of human SENP6 protease; Q9GZR1; Recombinant SENP6 catalytic domain, aminoluciferin luminescence; inhibition, % at 10 µM; hit rate 1.8% among 330,000;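 active = inhibition above about 50% at the single tested dose, limit read from the data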;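 also: plate controls were DMSO wells with enzyme for no effect and DMSO wells lacking enzyme for full effect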
Apaf1 inhib: blocks human Apaf-1 apoptosome activity. O14727. reconstituted apoptosome caspase-3 activity, DEVD-Rh110 fluorescence. inhibition, % at 20 µM. hit rate 0.71% among 330,000. AID 489030; active = inhibition of at least 40% at 20 µM;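 also: plate controls were DMSO wells for no effect and DEVD-CHO caspase inhibitor wells for full effect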
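System: Apoptosome proteins | Medium: Hepes pH 7.5 with detergent and BSA | Also added: Cytochrome c trigger plus (Z-DEVD)2-Rh110 caspase-3 substrate | Incubation: 30 min compound preincubation, 50 min activation, room temperature | Detection: Rhodamine 110 fluorescence at Ex 480/Em 540 nm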
The depositor's hits bear a star; . = not tested or not shown.

SMILES	SENP8 block-1	SENP1 FRET inh	SENP8 block-2	SENP7 block	HKDC1 inh	PfGluPho inh	SENP6 inh	Apaf1 inhib
COc1ccc(NC(=O)Nc2ccc3nonc3c2)cc1	-5	1	11	31	-2	51	17	2
O=C(NCc1ccccc1)c1ccc(CS(=O)(=O)c2ccccc2)o1	2	2	5	14	2	-1	5	3
CCOC(=O)c1c(NC(=O)CC2SC(N)=NC2=O)sc2c1CCC(C)C2 (stereo unspecified)	-3	2	-21	-5	2	14	-3	13
CN(C(=O)COC(=O)CSc1ccc([N+](=O)[O-])cc1)C1CCS(=O)(=O)C1 (stereo unspecified)	-9	5	11	16	5	32	0	1
O=C(COC(=O)C1(c2ccccc2F)CCCC1)Nc1ncc(C(F)(F)F)cc1Cl	.	-2	-11	.	0	3	.	.
C[C@H](CO)N1C[C@H](C)[C@@H](CN(C)CC2CCCCC2)Oc2ccc(NC(=O)Cn3cnnn3)cc2C1=O	-6	1	-10	8	1	-16	-7	16
COc1ccc(NC2CCCN(C(=O)CCn3cccn3)C2)cc1 (stereo unspecified)	-11	0	-3	-10	1	-2	1	2
Cc1ccnc2nc(C(=O)Nc3nc4ccccc4s3)nn12	-11	3	-72	4	-4	-17	0	5
CCOc1ccccc1CN1CCCC(C(=O)Nc2cccc(-n3cccn3)c2)C1 (stereo unspecified)	2	0	17	5	2	1	-6	14
NC(=O)C1CCN(C(=O)c2ccc(CS(=O)(=O)c3c(Cl)cccc3Cl)o2)CC1	0	3	10	4	-5	-7	-13	-7
CCc1ccc(NC(=O)CSc2nccn(-c3ccc4c(c3)OCCO4)c2=O)cc1	0	0	-423	1	5	8	0	22
COc1ccc(N2CCN(C(=O)CN3C(=O)NC(C)(C4CC4)C3=O)CC2)cc1 (stereo unspecified)	-8	-2	18	-2	-1	4	-12	8
Cc1ccccc1C(=O)N1CCC(C(=O)OCc2ccccc2Cl)CC1	-10	3	18	-2	0	-8	-13	24
COc1cc(OC)cc(C(=O)NCCOc2ccccc2)c1	-2	-1	8	3	2	-5	-10	1
CCC(C)Nc1ccc(NC(C)CC)cc1 (stereo unspecified)	-7	-7	23	0	16	40	-15	43*
Cc1ccc(C(=O)NCCNC(=O)CN2CCCC2)cc1	-3	-1	5	-12	0	10	-8	-4
Cc1[nH]c(=O)c(C(=O)c2cc(Cl)ccc2O)cc1C(=O)O	-10	1	9	-3	-7	-15	6	3
O=C(Nc1ccc2oc(-c3ccccc3)nc2c1)C1CCCO1 (stereo unspecified)	31	0	-427	35	-3	-2	43	8
COC(=O)CN1C(=O)Nc2ccc(C)cc2C1c1ccccc1 (stereo unspecified)	-8	2	10	-10	-11	-16	-17	2
Clc1cccc(CN2CCC(Cc3ccccc3)CC2)c1	-9	0	19	-6	-6	4	-5	-2
CCOc1ccc(CN(CCC#N)C(=S)NC(=O)c2ccccc2)cc1	0	0	4	9	-7	-21	-9	-6
O=S(=O)(c1ccccc1)N(Cc1cccc(F)c1)c1ccccc1	1	0	4	5	7	34	4	16
COC(=O)Nc1nc2ccc(SC(C)C)cc2[nH]1	1	1	-6	9	-5	-6	5	9
CC[C@@H](C(=O)[C@@H](C)[C@@H](O)[C@H](C)CCc1ccc(C)c(O)c1C(=O)O)[C@H]1O[C@](CC)([C@H]2CC[C@](O)(CC)[C@H](C)O2)C[C@@H]1C	7	3	-152	5	11	-14	-12	11
COc1ccc(-c2c(C#N)c(N)nc3c2CCCCCC3)cc1OC	-10	1	-210	-9	1	-16	8	3

The final 2 entries of the section above lead into the next.
SMILES	SENP8 block-1	SENP1 FRET inh	SENP8 block-2	SENP7 block	HKDC1 inh	PfGluPho inh	SENP6 inh	Apaf1 inhib
CC[C@@H](C(=O)[C@@H](C)[C@@H](O)[C@H](C)CCc1ccc(C)c(O)c1C(=O)O)[C@H]1O[C@](CC)([C@H]2CC[C@](O)(CC)[C@H](C)O2)C[C@@H]1C	7	3	-152	5	11	-14	-12	11
COc1ccc(-c2c(C#N)c(N)nc3c2CCCCCC3)cc1OC	-10	1	-210	-9	1	-16	8	3
Cc1cc(C(=O)CSc2nc(N)cc(=O)[nH]2)c(C)n1-c1cccc(F)c1	-6	-14	-9	-4	-6	3	-2	4
O=C(Cn1nnc(-c2cccc(C(F)(F)F)c2)n1)NC(=O)NCc1ccco1	1	1	5	4	-8	10	-14	8
O=C(c1ccc(F)cc1)n1cc(C(=S)N2CCOCC2)c2ccccc21	-6	2	9	-2	-3	-10	5	5
c1ccc2c3n(nc2c1)CCCCO3	-17	0	6	-5	1	2	-23	3
S=P(c1ccc(N2CCOCC2)cc1N1CCOCC1)(N1CCOCC1)N1CCOCC1	.	2	22	.	-6	45	.	.
Cc1ccc(-n2nc(C)c3c(=O)[nH]c(C(F)(F)F)nc32)cc1	-5	.	.	1	.	.	-11	-12
Cc1nc2ccccc2c(=O)n1/N=C/c1cccnc1	-6	2	29	-2	-1	-18	-1	6
CCOc1ccc(S(=O)(=O)N2CCCCC2)cc1NC(=O)c1c(CC)noc1C	-5	0	4	7	-2	6	-1	15
Cc1ccc(-c2ccc(CCC(=O)O)n2CC(=O)O)cc1	4	-5	-157	7	-7	-1	-7	0
O=C(NCCSc1ccccc1)c1ccc(Br)cc1	27	1	15	47	-5	-3	68*	6
CSc1ncccc1C(=O)Nc1ncc(C)s1	-10	0	7	-7	-6	-10	-8	-1
CC(C)Cn1cnc2c(SCc3ccc(Cl)cc3)nc(N)nc21	.	0	3	.	-2	22	.	.
CCCCn1c(=O)c(CCC(=O)OCC(=O)Nc2ccc(F)c(Cl)c2)nc2ccccc21	-7	-3	-80	-8	-1	-12	-13	32
CC(C)c1ccc(Nc2nc(Cl)nc(Cl)n2)cc1	-11	5	15	3	-6	-11	-12	-1
Cc1cc(C(=O)NCc2ccco2)c2ccccc2n1	0	0	4	-12	-4	4	-2	4
CCC(Sc1ncnc2sc(C)c(C)c12)C(=O)OC (stereo unspecified)	4	-11	-17	-4	0	-4	0	-3
O=c1oc(-c2ccccc2F)nc2scc(-c3ccccc3)c12	-20	5	-11	-15	18	10	-22	14
N#CCC(=O)N1CCN(C=O)CC1	-3	2	4	-2	7	-13	-6	-2
CC(Oc1ccc(F)cc1)C(=O)N1CCN(c2ncccn2)CC1 (stereo unspecified)	-6	2	-33	9	-6	9	10	-8
COC(=O)c1ccc2nc(NC(=O)COC(=O)CSc3nc(C)cc(C)n3)sc2c1	-10	-2	-21	1	-6	-2	-13	5
Cc1ccc(S(=O)(=O)N(C)C)cc1NC(=O)c1cc(C(C)(C)C)nn1Cc1ccccc1	0	2	30	0	5	19	-2	-7
COc1ccc(C(CNC(=O)c2cccc(S(=O)(=O)Nc3ccc(C)cc3)c2)N2CCOCC2)cc1 (stereo unspecified)	8	3	6	-2	-2	3	0	11
Cc1ccc(S(=O)(=O)CCC(=O)OCC(=O)c2ccc(F)cc2)cc1	-11	-1	11	-12	5	1	-30	10
CCOC(=O)N1CCN(C(=O)CN(c2ccccc2OC)S(=O)(=O)c2ccc(OC)cc2)CC1	2	-1	10	7	-6	-14	-16	3
O=C(Nc1ccc(F)c(Cl)c1)Nn1cnnc1	-9	3	8	5	.	.	2	9

Random excerpt: 2 entries already listed, in no set order.
SMILES	SENP8 block-1	SENP1 FRET inh	SENP8 block-2	SENP7 block	HKDC1 inh	PfGluPho inh	SENP6 inh	Apaf1 inhib
CCCCn1c(=O)c(CCC(=O)OCC(=O)Nc2ccc(F)c(Cl)c2)nc2ccccc21	-7	-3	-80	-8	-1	-12	-13	32
S=P(c1ccc(N2CCOCC2)cc1N1CCOCC1)(N1CCOCC1)N1CCOCC1	.	2	22	.	-6	45	.	.

Next part:
SMILES	SENP8 block-1	SENP1 FRET inh	SENP8 block-2	SENP7 block	HKDC1 inh	PfGluPho inh	SENP6 inh	Apaf1 inhib
CN(CC(=O)Nc1cccc(F)c1)C(=O)CC1CCCC1	-14	1	2	-13	-3	12	-16	8
CCc1cc(C(=O)Nc2nc(-c3ccccn3)cs2)sc1C	4	11	-86	1	-3	10	-8	12
COc1ccc(-c2cc3c(=O)n(CC(=O)NCc4ccccc4F)ncn3n2)cc1	-5	3	-60	16	-6	-3	-10	-1
CCCCCCC(=O)Nc1ccc(Br)cn1	-5	1	14	0	0	13	-6	-23
Cc1cccc(NS(=O)(=O)c2cccc(C(=O)N3CCCCCC3)c2)c1	-2	2	2	-7	20	7	-12	7
CCOC(=O)Cn1cnc2c(sc3nc(C)cc(C)c32)c1=O	-14	0	17	-9	1	3	-1	2
COc1ccc(N2C(=NC(=O)c3ccccc3)SC3CS(=O)(=O)CC32)cc1 (stereo unspecified)	-11	1	-23	-2	-2	-9	-25	13
O=C1CCCC2=C1C(c1cccs1)n1ncnc1N2 (stereo unspecified)	-1	-1	6	-3	5	-6	-4	-16
Cn1c2ccccc2c2ncn(Cc3ccco3)c(=O)c21	-2	-2	-136	-5	-6	21	-9	9
CCOC(=O)c1[nH]c2ccc(OC)cc2c1NC(=O)c1nonc1C	2	3	12	4	-5	0	-10	-144
COC(=O)c1cc(COC(=O)c2nc3nc(C)cc(C)n3n2)oc1C	-1	1	12	3	0	-6	5	-16
COC(=O)c1cccc(/C=N/NC(N)=S)c1O	-8	-34	-213	-7	-15	-22	-11	-2
CC12CCC(C(=O)O)(c3nc4cc([N+](=O)[O-])ccc4nc31)C2(C)C (stereo unspecified)	-3	2	21	0	-3	13	-8	-28
Cc1ccc(S(=O)(=O)N2CCC(C(=O)OCCOc3ccccc3)CC2)cc1C	-4	1	8	9	-1	7	-14	27
COc1cccc(-c2csc(NC(C)=O)n2)c1	-5	0	1	11	8	18	-4	3
O=[N+]([O-])c1ccc(N2CCN(S(=O)(=O)c3ccccc3[N+](=O)[O-])CC2)cc1N1CCc2ccccc2C1	-1	3	26	-2	-9	3	-5	-1
Cc1ccc(CNC(=O)c2nnn(CC(=O)Nc3cc(C)cc(C)c3)c2N)cc1	1	1	13	2	7	2	-3	-2
O=C1c2ccccc2-c2nccnc21	4	4	27	6	-1	9	-7	1
CCn1cc2nc(SCC(=O)Nc3ccc(OC)c(OC)c3)n(Cc3ccc(OC)cc3)c(=O)c2n1	1	0	12	4	-3	10	-20	10
CCOC(=O)C1=C(OCc2ccc(Cl)cc2)C2C=C(C)C=CC2N=C1 (stereo unspecified)	4	1	8	8	5	6	8	8
Cc1nnc(SCSc2nnc(C)s2)s1	6	1	27	-3	0	-7	15	-8
O=C(Nc1cccc(-c2cnc3ccccc3n2)c1)c1ccc(Cl)cc1	-11	2	-88	-10	-13	2	-15	2
COc1ccc(NC(=O)COC(=O)c2ccc(OCc3c(C)noc3C)cc2)cc1OC	-8	0	16	-7	-1	-7	-18	10
CCN(C(=O)c1cn(C)c(=O)c2cc(OC)c(OC)cc12)c1cc(C)ccc1C	-8	1	-6	0	-4	9	-8	5
COc1ccc(S(=O)(=O)CCc2nnc(NC(=O)c3cccs3)s2)cc1	4	2	16	0	5	-15	-12	-12
CSc1ccccc1NC(=O)CN(C)CC(=O)Nc1ccc(Cl)cc1[N+](=O)[O-]	1	2	10	12	-4	3	6	9
O=C1CCN(Cc2ccccc2)CCN1[C@H](COc1ccccc1)Cc1ccccc1	11	1	11	-1	-2	4	-6	14
N#C/C(=C/c1ccc(-c2ccc(S(=O)(=O)N3CCOCC3)cc2)o1)C(=O)NC1CC1	.	-94	-248	.	3	17	.	.
Cc1cc2nc(-c3ccc(=O)[nH]c3)n(Cc3ccccc3)c2cc1C	2	-7	-164	1	-1	4	17	13

High-throughput results from PubChem BioAssay.

Rows are unselected. About 3.6% of those tested had a hit in this group.
